Screening results (PubChem BioAssay)
TWEAK Fn14 block: inhibitors of TWEAK-Fn14 signaling, primary screen, luciferase reporter cells, uHTS. TWEAK-stimulated Fn14 reporter cells, luciferase luminescence, 8 h. 2% of 360,000 active. inhibition, % at 10 µM. AID 1159606, 2016; in the data active means inhibition above about 50%
COUP-TFII inh: NR2F2 transcriptional activity inhibitors, primary screen, cell-based, luciferase reporter, HEK293T, luminescence. 0.7% of 370,000 active. HEK293T NGFI-A luciferase reporter. inhibition, % at 8.6 µM. COUP transcription factor 2 (Homo sapiens), P24468;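 active means inhibition above a per-plate cutoff, mean inhibition of test wells between control levels plus 3 SD, cut at about 38% in these data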;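 further: cells cotransfected with COUP-TFII expression vector driving the NGFI-A reporter; 0% = median of COUP-TF2 test wells and 100% = reporter-only cells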
Target sequence (P24468 whole entry, looked up): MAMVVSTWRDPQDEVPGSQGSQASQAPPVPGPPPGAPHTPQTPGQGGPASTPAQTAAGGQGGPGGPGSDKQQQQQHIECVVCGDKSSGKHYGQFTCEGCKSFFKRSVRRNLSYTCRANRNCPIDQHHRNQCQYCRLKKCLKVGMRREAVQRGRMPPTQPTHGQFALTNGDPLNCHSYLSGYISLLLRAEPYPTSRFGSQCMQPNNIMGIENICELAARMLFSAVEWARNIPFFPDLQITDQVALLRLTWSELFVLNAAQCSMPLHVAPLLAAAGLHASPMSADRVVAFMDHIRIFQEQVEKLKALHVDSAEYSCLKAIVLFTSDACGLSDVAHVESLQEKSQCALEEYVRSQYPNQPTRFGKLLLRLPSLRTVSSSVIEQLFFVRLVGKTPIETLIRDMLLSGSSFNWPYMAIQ
LRH-1 inv ag: LRH-1 (NR5A2) inverse agonists, primary screen, cell-based, luminescence, HEK293T, StAR-luciferase reporter; Nuclear receptor subfamily 5 group A member 2 (Homo sapiens), O00482; LRH-1 transfected, 24 h; inhibition, % at 3.6 µM; 0.13% of 360,000 active;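 active means inhibition above the mean inhibition of all tested compounds plus 3 SD, cut at about 73% in these data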;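 further: 0% = DMSO wells and 100% = reporter-only cells lacking LRH-1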
Target sequence (O00482 whole entry, looked up): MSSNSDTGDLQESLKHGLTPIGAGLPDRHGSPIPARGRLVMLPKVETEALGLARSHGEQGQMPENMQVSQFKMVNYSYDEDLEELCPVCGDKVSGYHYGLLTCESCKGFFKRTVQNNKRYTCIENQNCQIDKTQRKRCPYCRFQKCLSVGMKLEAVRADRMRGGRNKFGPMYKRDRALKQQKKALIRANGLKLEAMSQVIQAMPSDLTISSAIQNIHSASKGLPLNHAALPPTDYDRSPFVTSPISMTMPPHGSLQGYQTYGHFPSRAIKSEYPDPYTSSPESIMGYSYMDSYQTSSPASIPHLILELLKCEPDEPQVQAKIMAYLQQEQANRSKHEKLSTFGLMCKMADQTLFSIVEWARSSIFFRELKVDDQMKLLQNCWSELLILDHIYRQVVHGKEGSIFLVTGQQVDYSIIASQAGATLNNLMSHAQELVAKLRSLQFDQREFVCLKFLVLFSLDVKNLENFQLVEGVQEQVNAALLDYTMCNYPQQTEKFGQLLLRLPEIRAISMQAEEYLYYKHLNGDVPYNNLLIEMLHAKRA
NCOA2 inhibitor: inhibition of GAL4-SRC2 driven luciferase reporter, primary screen, SRC2 inhibitor project, cell-based, luminescence. inhibition, % at 9 µM. HEK293 GAL4-SRC2 luciferase reporter. 0.17% of 370,000 active;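 active means inhibition above the mean inhibition of all tested compounds plus 3 SD, set per campaign, cut at about 52% in these data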;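 further: 0% = DMSO treated cells and 100% = cells given Gossypol at 36 µM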
NOD2 RIPK2 PPI: NOD2-RIPK2 binding disruptors in cells, primary screen, fluorescence, CHO cells, BLA complementation; CCF4 ratio; inhibition, % at 4.98 µM; 0.38% of 360,000 active; AID 624267, 2012; in the data active means inhibition above about 21%;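 further: 0% = vehicle only and 100% = reference blocker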
NCOA1 inh: SRC1 coactivator transcriptional activity inhibitors, primary screen, cell-based, luminescence; Nuclear receptor coactivator 1 (Homo sapiens), Q15788; HEK293 GAL4-SRC1 luciferase reporter; inhibition, % at 3.6 µM; 0.12% of 360,000 active;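 active means inhibition above the campaign mean plus 3 SD, with each screening campaign given its own cutoff, cut at about 60% in these data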;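 further: 0% = DMSO treated cells and 100% = gossypol at 36 µM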
TLR9-MyD88 inh: inhibitors of TLR9-MyD88 association in cells, primary screen, cell-based, CHO, BLA complementation, fluorescence | Toll-like receptor 9 (Homo sapiens) + Myeloid differentiation primary response protein … | CCF4 FRET ratio | inhibition, % at 4.98 µM | 0.21% of 340,000 active | AID 504734, 2011;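 active means inhibition above the mean over all tested compounds plus 3 SD, cut at about 21% in these data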;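 further: 0% = DMSO only wells and 100% = clavulanate BLA inhibitor control wells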
ABHD5 PLIN5 PPI: ABHD5-PLIN5 interaction inhibitors, primary screen, cell lysate, split luciferase complementation, luminescence; Split G. princeps luciferase complementation, 4 h; 0.78% of 360,000 active; AID 602281, 2012; Perilipin-5 (Homo sapiens) + 1-acylglycerol-3-phosphate O-acyltransferase ABHD5 (Homo …; inhibition, % at 4 µM;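 active means inhibition above the mean inhibition across every tested compound plus 3 SD, cut at about 22% in these data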;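 further: 0% = DMSO only wells and the 100% control is not disclosed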
TROY signal inh: inhibitors of TROY-driven NF-kB signaling, primary screen, Q293 LMP1-TROYcd cells, NF-kB luciferase, uHTS. Q293 LMP1-TROYcd NF-kB luciferase reporter, 4 h. inhibition, % at 10 µM. 0.98% of 360,000 active;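 active means compounds whose plate-normalised and pattern-corrected inhibition of the luciferase reporter signal at the single screening dose is 50% or more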
SRC3 inh: SRC3 coactivator transcriptional activity inhibitors, primary screen, cell-based, luminescence; 0.17% of 360,000 active; inhibition, % at 3.6 µM; AID 588352, 2011; HEK293 GAL4-SRC3 luciferase reporter; Nuclear receptor coactivator 3 (Homo sapiens), Q9Y6Q9;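 active means inhibition above a per-campaign cutoff, the mean of all compounds plus 3 SD, cut at about 60% in these data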;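 further: 0% = DMSO-treated cells and 100% = gossypol-treated cells at 36 µM; higher means less SRC3-driven luciferase light from the GAL4 reporter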
Exocytosis inh: LAMP-1 surface exposure blockers, TALL-104 cells – cell-based, flow cytometry, MLPCN library, primary screen; inhibition, % at 10 µM; TALL-104 LAMP-1 surface exposure; cells stimulated with thapsigargin and PMA; 0.66% of 360,000 active; AID 651702, 2012;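 active means inhibition above about 55%, limit read from the data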
An asterisk follows results filed as active; . = no result given. The list is partial (hit frequency here may not be typical).

SMILES	TWEAK Fn14 block	COUP-TFII inh	LRH-1 inv ag	NCOA2 inhibitor	NOD2 RIPK2 PPI	NCOA1 inh	TLR9-MyD88 inh	ABHD5 PLIN5 PPI	TROY signal inh	SRC3 inh	Exocytosis inh
COc1ccc(-n2c(C)cc(-c3csc(N)n3)c2C)cc1	14	4	24	7	0	9	6	0	10	19	0
COc1ccc(NC(=O)Nc2ccc3c(c2)CC(=O)N([C@H](C)CO)C[C@H](C)[C@H](CN(C)Cc2ccc(C(=O)O)cc2)O3)cc1	-13	-13	3	-13	3	9	-3	-13	-8	13	-1
CCc1nc2ccccc2c(=O)n1NC(=O)c1c(O)c2ccccc2n(CC)c1=O	-8	0	-10	7	9	9	8	5	46	19	-10
CC1(Cc2cc(Cl)ccc2C(F)(F)F)C(=O)Nc2ccc(OC(F)(F)F)cc21 (stereo not given)	11	.	19	.	-2	7	.	-20	20	13	0
COCCNc1nc2c(c(=O)n(Cc3ccccc3F)c(=O)n2C)n1C	11	12	-15	15	-2	-19	-3	5	-10	-14	-5
CCOC(=O)C(CCCOc1ccccc1C)C(=O)OCC	-1	-9	11	5	-3	6	1	-1	-26	4	-1
COc1ccccc1NC(=O)[C@H](COCc1ccccc1)NC(=O)OC(C)(C)C	3	10	-2	-24	-3	8	-3	-3	9	-14	2
CC(=O)Nc1c2c(nn1-c1ccc(F)cc1)CSC2	14	-9	2	-5	-2	10	-3	-1	1	-28	6
C[C@@H]1CN([C@@H](C)CO)C(=O)c2cccc(NC(=O)Nc3ccc4c(c3)OCO4)c2O[C@H]1CN(C)S(=O)(=O)c1cn(C)cn1	9	-1	28	-22	-8	-4	11	-8	-1	1	-4
CC(=O)N1c2ccc(Cl)cc2C2C=CCC2C1c1cccc2ccccc12 (stereo not given)	50	.	13	.	20	12	0	1	24	10	5
CC[C@@]12C(=O)N(c3ccccc3)C(=O)N1[C@H](c1cccc(C)c1)[C@@H]1C(=O)N(Cc3ccccc3)C(=O)[C@@H]12	6	14	-8	3	4	2	-3	3	8	-6	-5
COc1ccc(C2=CC3=C(Br)C(=O)C(C)(OC(=O)c4ccco4)C(=O)C3=CO2)cc1 (stereo not given)	17	.	-11	.	2	0	-5	13	-9	-35	0
Cc1sc2ncnc(SCC(=O)NC(=O)NCc3ccco3)c2c1C	-10	3	-3	2	-13	-19	-5	10	-1	1	-1
CN(C(=O)c1nc(-c2ccccc2)n(-c2ccccc2)n1)C1CCS(=O)(=O)C1 (stereo not given)	-3	0	12	2	2	-34	3	-1	-2	12	-15
Cc1cccc(N2CCN(C(=O)CCCOc3ccccc3)CC2)c1C	7	-22	-129	-29	-2	-140	-3	-4	6	-60	18
COc1ccc(OC)c(/C=N/NC(=O)c2ccncc2)c1	7	0	10	-29	-5	4	-7	-1	6	-7	-1
COCCNC(=S)N/N=C1\CC(C)CC(C)(C)C1 (stereo not given)	13	17	3	-8	3	4	5	-6	-1	1	-1
COc1cccc(CC(=O)Nc2cc(S(=O)(=O)N3CCOCC3)ccc2N2CCN(C)CC2)c1	12	-16	5	-23	3	-10	-9	2	10	10	-5
Cc1sc2ncnc(SCC(=O)NCC(C)C)c2c1C	0	-1	-16	2	-6	-2	2	-2	13	-14	-4
O=C(CSCc1ccc(Cl)cc1)Nc1cc([N+](=O)[O-])ccc1O	-5	4	-6	-16	-2	-12	-5	-4	40	0	2
COc1ccc(NCc2nnc(SCC(=O)NCc3ccco3)n2-c2ccccc2OC)cc1	5	16	-4	11	2	-10	-9	-2	8	13	0
Cc1ccc2[nH]c3c(=O)n(CC(=O)NCCCN4CCN(c5ccc(F)cc5)CC4)ncc3c2c1	5	-11	11	2	-1	-12	-8	2	-1	-2	13
C[C@@](Cc1ccc(O)c(O)c1)(NN)C(=O)O	-47	3	9	-5	-3	-2	0	2	12	-7	0
CCc1ccc(S(=O)(=O)NCCc2cn3ccc(C)cc3n2)s1	8	6	8	15	0	-9	5	3	-6	11	2
CC(=O)N1CCC(O)(c2cccc(C(F)(F)F)c2)CC1	25	2	-7	-1	-11	-1	-2	-2	-19	16	3
Cc1ccc(NC(=O)NC2CCCCC2)cc1Cl	-39	-3	-99	-36	2	-88	-6	-2	8	-57	-1
C[C@H]1CN[C@H](CCO)/C1=C\c1ccccc1	4	-12	-27	-26	-10	7	1	1	-4	7	0
O=C(Nc1ccc(S(=O)(=O)N2CCOCC2)cc1)C1CC1	-18	-11	3	-1	3	-11	-1	-3	-10	-18	-11
Cc1ccc(CN(C)CC(=O)NC(C)c2ccccc2)cc1 (stereo not given)	5	-4	-9	-20	-7	-6	5	8	-6	-1	27
CC(=O)OC1CCC2C3CCC4=C(CC(F)C(=O)C4)C3CCC12C (stereo not given)	7	-12	9	7	-1	0	-3	-11	9	-4	-9
CC1CCCN(S(=O)(=O)c2ccc3c(c2)c(=O)nc2ccccn23)C1 (stereo not given)	23	1	-12	11	-5	-10	-4	-4	10	0	-3
Nc1cc(=O)n(Cc2ccccc2)c(=O)n1-c1ccc(Cl)cc1	-9	11	2	-46	4	-20	-8	-2	31	12	-1
COc1cc(OC)c(C=Cc2ccncn2)c(OC)c1	3	9	-7	-27	-3	-60	8	2	-36	-10	-4
CC(=NC1CCCC1)c1c(C)[nH]n(-c2nc3ccccc3s2)c1=O	42	-9	-11	-43	-4	-59	11	3	42	-46	-2
COc1ccccc1-c1c(C)nn2c(N3CCC4(CC3)OCCO4)cc(C)nc12	-16	3	7	8	-3	1	-4	0	-11	-2	-8
COc1ccc(C(=O)Nc2ccc(S(=O)(=O)N3CCCC3)cc2)cc1	8	4	-3	-21	-5	-13	-5	1	-4	13	8
O=S(=O)(NCc1ccccc1)c1ccccc1NCCc1ccccc1	10	8	5	-3	-6	-3	-13	-2	-19	6	0
Cc1onc(-c2ccccc2)c1C(=O)N1CCCC(C)(C(=O)NS(=O)(=O)C2CC2)C1 (stereo not given)	-11	-3	3	4	13	8	.	4	-16	-4	2
COC(=O)c1c(NC(=O)c2c(Cl)cnn2C)sc(C)c1C	-2	-2	-19	-1	0	22	-1	-3	-8	-1	7
CCOc1ccc(S(=O)(=O)Nc2ccn(C)n2)cc1	0	7	11	-1	-6	-7	-4	8	-2	18	0
COC(=O)[C@@]1(Cc2ccc(OC)cc2)[C@H]2c3cc(C(=O)N4CCCC4)n(CCc4c[nH]c5ccccc45)c3C[C@H]2CN1C(=O)c1ccccc1	30	5	-1	-13	3	.	.	19	-1	.	1
CCOc1ccc(-c2ccc(NS(=O)(=O)c3ccc([N+](=O)[O-])cc3)cc2)nn1	5	13	-6	11	-8	-17	8	0	-4	-4	-3
COc1ccc(S(=O)(=O)N2CCCCCC2)cc1C(=O)N(C)Cc1ccc(OC)c(OC)c1OC	-14	19	-9	9	-5	-9	1	5	28	-7	-20
Cc1c(C(=O)NC2CCCc3ccccc32)oc2ccc(S(=O)(=O)N3CCCC3)cc12 (stereo not given)	2	13	11	10	4	0	-5	-8	2	10	2
CCC(=O)Oc1ccc(C(=O)Nc2ccccc2C(=O)NCC(C)C)cc1	-8	2	7	4	5	-5	2	0	-8	-16	3
COc1cccc(CN2CCNC(=O)C2CC(=O)N(C)CC2CCOCC2)c1OC (stereo not given)	-1	-2	-14	-5	5	5	-11	11	2	-2	-2
O=C(NC1CCCC1)C(c1ccc(N2CCOCC2)cc1)N(C(=O)c1ccco1)c1ccccc1F (stereo not given)	9	22	8	5	-10	5	-8	1	14	1	5
COc1ccc(/C=C2\CCc3ccccc3C2=O)cc1OC	14	-47	-128	-81	2	-61	-6	-1	-45	-65	6
COc1ccc(NC(=O)CCCNC(=O)Cn2cnc3sc(C)c(C)c3c2=O)cc1Cl	-59	-19	1	14	-1	-4	2	3	-8	-3	15
Cc1ccc2[nH]c(=O)c(CN(CC3CCCO3)C(=O)c3ccncc3)cc2c1 (stereo not given)	1	14	-34	3	-56	13	2	-1	.	2	-1
C[C@@H]1CN([C@@H](C)CO)C(=O)c2cc(Br)cnc2O[C@H]1CN(C)C(=O)CCN1CCCCC1	-9	7	1	-3	-4	2	-7	-1	-13	-30	0
O=C(COC(=O)c1cc(S(=O)(=O)N2CCOCC2)ccc1O)NCCc1ccccc1	-2	-2	3	17	-5	-12	-4	5	9	13	2
Cc1ccsc1C(=O)OCC(=O)NC1CCCC1	-1	-30	-66	-18	-7	-71	-9	8	-12	-92	0
CCCC(C)C(=O)Nc1cc([N+](=O)[O-])ccc1Cl (stereo not given)	-18	16	-3	4	-16	1	0	1	9	-10	2
CSc1ccc(/C=N/NC(=O)c2ccccc2Cl)cc1	-13	-39	-23	-54	-1	-64	-7	-1	-41	-66	-4
CCCC1(CCC)NC(=O)NC1=O	-6	-5	8	-19	-15	-6	3	0	-10	11	0
C=CCn1c(-c2cccc3ccccc23)n[nH]c1=S	7	0	2	-1	-3	1	0	-4	1	22	2
O=C(COC(=O)CCCc1nc2ccccc2s1)Nc1ncc(Cl)cc1Cl	0	8	15	-14	-6	4	-2	-3	13	-1	-1
Cc1ccccc1NCCC(=O)Nc1ccc(F)cc1	1	-1	-12	-25	-10	-1	-7	7	-16	-20	2
Cc1cc(OCC(O)CN2CCOCC2)cc(C)c1Cl (stereo not given)	2	-1	4	-3	-10	3	1	4	14	7	-2

(listing goes on)
SMILES	TWEAK Fn14 block	COUP-TFII inh	LRH-1 inv ag	NCOA2 inhibitor	NOD2 RIPK2 PPI	NCOA1 inh	TLR9-MyD88 inh	ABHD5 PLIN5 PPI	TROY signal inh	SRC3 inh	Exocytosis inh
COc1ccc(/C=N/OCC(=O)N2CC3(C)CC2CC(C)(C)C3)cc1 (stereo not given)	0	5	-13	4	-11	4	-7	0	14	21	0
COc1ccc(C(=O)C2CCCN(Cc3ccc(Sc4nncn4C)o3)C2)cc1F (stereo not given)	-2	-1	2	7	4	7	.	0	1	-29	0
C/C(=N\NC(=O)CNc1ccc(F)cc1)c1cc2ccccc2o1	34	-8	8	15	-11	1	10	-2	17	12	1
O=c1c(-c2ccc(O)cc2)coc2cc(OC3OC(CO)C(O)C(O)C3O)cc(O)c12 (stereo not given)	10	-71	-33	-64	-2	-100	4	7	3	-116	-2
